# SR-BI DiI inh = inhibitors of mouse SR-BI mediated HDL lipid uptake | 320,000 compounds, 0.96% hits | ldlA[mSR-BI] CHO cells, DiI-HDL uptake fluorescence, 3 h | Q61009 | inhibition, % at 12.5 µM;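 active = mean replicate inhibition of at least 70% and a set share of replicates each scoring 70 or more; inconclusive = meets just one of the two criteria; inactive = fails both criteria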;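 also: 0% = median of neutral control wells and 100% = median of positive control wells; values of inactives mirror those of a sister screen read the other way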
# Wnt bcat act = activators of Wnt/beta-catenin signaling. activation, % at 9.35 µM. AID 743398. 300,000 compounds, 1.2% hits. Wnt/beta-catenin reporter cell assay, activator, plate reader; in the data active = activation above about 30%, passing the limit was not always enough; inconclusive = no clear call, values can overlap the other calls;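 also: 0% = neutral control wells and 100% = positive control wells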
# CDK5 inh = CDK5/p35 (human) kinase inhibition; inhibition, % at 10 µM; Q00535+Q15078; 330,000 compounds, 0.01% hits; Recombinant CDK5/p35, ADP-Glo luminescence, 60 min; AID 488839;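 active = highest replicate inhibition of at least 50% and at least 75% of replicates reaching 50%; inconclusive = only one of the two criteria met; inactive = both criteria failed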;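 also: plate controls were DMSO neutral control for no effect and GW8510 at 10 µM for full effect; many of its hits are not listed in these tables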
# Target sequence (Q00535 whole entry, looked up): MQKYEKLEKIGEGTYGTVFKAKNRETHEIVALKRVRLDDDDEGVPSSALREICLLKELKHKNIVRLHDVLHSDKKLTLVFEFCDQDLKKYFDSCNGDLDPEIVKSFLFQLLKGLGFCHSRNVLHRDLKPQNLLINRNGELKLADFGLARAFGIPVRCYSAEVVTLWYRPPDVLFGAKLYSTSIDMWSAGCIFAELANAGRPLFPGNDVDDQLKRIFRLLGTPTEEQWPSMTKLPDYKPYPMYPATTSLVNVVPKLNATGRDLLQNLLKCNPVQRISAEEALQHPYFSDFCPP
# Target sequence (Q15078 whole entry, looked up): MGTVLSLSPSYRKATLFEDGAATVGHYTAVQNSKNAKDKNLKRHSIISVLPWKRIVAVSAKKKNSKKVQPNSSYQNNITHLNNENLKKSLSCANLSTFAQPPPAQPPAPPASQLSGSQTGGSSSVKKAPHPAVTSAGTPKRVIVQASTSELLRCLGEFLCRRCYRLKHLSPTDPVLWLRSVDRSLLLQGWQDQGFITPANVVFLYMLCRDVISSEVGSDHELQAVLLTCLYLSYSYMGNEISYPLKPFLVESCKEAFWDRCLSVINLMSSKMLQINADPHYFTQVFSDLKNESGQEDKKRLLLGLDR
# SR-BI uptake up = enhances SR-BI lipid uptake from DiI-HDL; CHO ldlA[mSR-BI] cells, DiI-HDL uptake fluorescence, 3 h; 100 = double the neutral-control signal; activation, % at 12.5 µM; 320,000 compounds, 0.096% hits;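 active = mean replicate activation of at least 60% and every replicate at or above 60%; inconclusive = mean or all-replicate condition met, but not both; inactive = mean below 60% and not all replicates reaching 60%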;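 also: 0% = median plate neutral-control signal and 100% = twice that signal; values of inactives mirror those of a sister screen read the other way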
#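 system = CHO ldlA[mSR-BI] cells, LDL receptor-null, SR-BI overexpressing | medium = Ham's F12 with 0.5% BSA, HEPES 25 mM, pH 7.4 | probe or stimulus = DiI-HDL 10 µg/mL | compound dosing = single-point compound dose | incubation = compound exposure 3 h, 37 °C | technique = DiI fluorescence, bottom read | read-out = cell-associated DiI fluorescence as measure of HDL uptake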
# dFosB act = mouse delta FosB homodimer activation; purified delta FosB, TAMRA-CDK5 oligo fluorescence polarization; percent of positive-control signal above neutral wells; activation, % at 25 µM; 340,000 compounds, 0.99% hits; P13346; AID 493131;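 active = mean activation above about 17%, with every replicate also reaching it, limit read from the data, passing the limit was not always enough; inconclusive = only one of the two conditions met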;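 also: fluorescence polarization rise as delta FosB binds a TAMRA Cdk5 AP-1 oligo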
# MITF TRPM1 HTS = activators of MITF-driven TRPM1 promoter activity in SK-MEL-5 cells; SK-MEL-5 TRPM1-promoter luciferase, 24 h; % of positive control, neutral wells = 0; activation, % at 12.5 µM; 300,000 compounds, 0.75% hits;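 active = mean activation of at least 80% with every replicate also reaching 80%; inconclusive = mean reaches 80% but some replicate falls short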;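 also: 0% = neutral control wells and 100% = parthenolide positive control wells; values of inactives mirror those of a sister screen read the other way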
# Rtt109 Vps75 = C. albicans Rtt109 histone acetyltransferase inhibition; Q5AAJ8; purified Rtt109/Vps75, ThioGlo CoA-SH fluorescence, 4 h; inhibition, % at 34.9 µM; 330,000 compounds, 0.16% hits;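 active = inhibition of at least 50% in every replicate; inconclusive = best replicate reaches 50% inhibition but some replicates fall short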
# PvdQ inh = P. aeruginosa PvdQ acylase inhibition; AID 488965; purified PvdQ acylase, fluorescence plate reader; inhibition, % at 10 µM; 340,000 compounds, 0.063% hits; in the data active = inhibition above about 30%, passing the limit was not always enough; inconclusive = no clear call, values can overlap the other calls;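 also: 0% = vehicle neutral wells and 100% = reference inhibitor wells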
# HTR5A ag = activates human HTR5A in OPRM1-OPRD1 agonist counter-screen; 340,000 compounds, 0.61% hits; activation, % at 9.3 µM; P47898; HTR5A agonist assay, luminescence, cell-based; in the data active = activation mostly above about 9.5%, no sharp cut-off; inactive = mostly below about 7.6%;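 also: 0% = cells with vehicle only and 100% = reference agonist; strong numbers were not always called active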
# Target sequence (P47898 whole entry, looked up): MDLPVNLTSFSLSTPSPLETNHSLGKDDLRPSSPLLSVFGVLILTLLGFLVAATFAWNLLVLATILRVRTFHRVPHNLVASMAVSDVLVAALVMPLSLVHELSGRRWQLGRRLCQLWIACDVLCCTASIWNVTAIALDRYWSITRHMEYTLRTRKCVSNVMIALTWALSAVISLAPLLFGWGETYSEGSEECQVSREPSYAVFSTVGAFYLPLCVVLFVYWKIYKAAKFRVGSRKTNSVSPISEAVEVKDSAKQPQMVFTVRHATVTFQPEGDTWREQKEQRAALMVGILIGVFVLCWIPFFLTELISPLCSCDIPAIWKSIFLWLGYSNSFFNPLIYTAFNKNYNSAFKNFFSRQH
# cardiac RTF act = cardiac RTF calcium sensitization; activation, % at 7.2 µM; IANBD-labeled TnC RTF fluorescence at EC20 calcium; 0% EC20 calcium, 100% full calcium; AID 493008; 340,000 compounds, 0.24% hits;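 active = activation above the mean over all tested compounds plus 3 SD, cut at about 30% in these data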;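 also: rise in fluorescence read as greater calcium sensitivity of cardiac thin filaments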
# * marks the source's active call; other numbers are inactive results; ? = inconclusive; . = no result given. Compounds as they come (roughly 4.4% active in at least one column).
mol,SR-BI DiI inh,Wnt bcat act,CDK5 inh,SR-BI uptake up,dFosB act,MITF TRPM1 HTS,Rtt109 Vps75,PvdQ inh,HTR5A ag,cardiac RTF act
O=C(NNC(=O)c1ccccc1-n1cccc1)c1ccc(Cl)cc1,-4,-2,2.8,4,1,-2,-5,-11,0,-6
COC(=O)c1oc2c(c1C)C1(CCC2)SCCS1,-7,.,1.1,7,-12,-2,-6,-12,3,-3
CC(=O)Nc1c2c(nn1-c1cccc(Cl)c1)CS(=O)C2 (stereo not given),-18,0,0.9,18,0,-8,4,-11,6,-3
Cc1nn(Cc2ccccc2Cl)c2sc(C(=O)Nc3nccs3)cc12,19,-8,-2.7,-19,7,-1,5,-14,6,1
CC(=O)c1c(C)[nH]c(C(=O)CSc2nnc(C3CCCCC3)n2N)c1C,2,3,-1.4,.,15,-9,6,-2,-4,-3
COC(=O)c1cccc(NC(=O)C2COc3ccccc3O2)c1 (stereo not given),-29,30,0.5,29,-10,77,-5,-9,-3,6
CSc1ncccc1C(=O)OCC(=O)Nc1ccc(C)c(S(=O)(=O)N2CCOCC2)c1,37,1,-0.4,-37,-5,4,-2,1,0,-2
O=C(CSc1nc2ccccc2c(=O)[nH]1)N1CCCCCC1,-4,.,0.3,4,2,-7,-1,-3,2,1
CCCCOc1ccc(C(C)NC(=O)CCS(=O)(=O)Cc2ccc(C)cc2)cc1 (stereo not given),23,.,-0.4,-23,-1,-6,5,-15,2,9
CCOC(=O)c1cn2nc(N3CCCC3)ccc2n1,-5,-1,-0.7,5,-5,.,-10,0,0,-7
Nn1c(SCc2cccc(Oc3ccccc3)c2)nnc1C(F)(F)F,10,-9,1.5,-10,-7,9,2,-12,1,-4
CCOc1ccc(C(=O)NCC2CCCO2)cc1 (stereo not given),-20,10,-1.0,20,5,47,-2,-2,-1,-2
O=C(c1ccc(-n2cnnn2)cc1)N(C1CCCCC1)C1CCCCC1,4,0,3.3,-4,3,-7,-1,-10,1,1
O=C(c1ccccc1F)N1CCN(c2ccccc2)CC1,-11,.,-2.9,11,-14,-2,-6,-8,1,-3
CCc1nc(Nc2ccc(NC(C)=O)cc2)c2oc3ccccc3c2n1,35,2,-1.0,-35,0,-1,-13,-2,-3,-6
COc1cc([C@@H]2CC=C(C(=O)O)[C@H](c3ccc(F)cc3)N2S(=O)(=O)c2ccc(C)cc2)cc(OC)c1OC,-9,1,-0.7,9,-2,5,-5,7,5,-2
Cc1cc(NC(=O)CSc2nc(C(C)C)nc3ccccc23)no1,22,-8,1.1,-22,-1,-23,-12,-3,3,-4
CCc1ccc(C(=O)NNc2ccc(C)c(Cl)c2)cc1,-3,6,-0.7,3,-6,.,12,4,.,.
Cc1ccc(C(c2nnnn2Cc2cccs2)N2CCN(Cc3ccc4c(c3)OCO4)CC2)cc1 (stereo not given),50,.,-1.3,-50,10,-1,9,5,2,-5
Cc1cccc(NC(=O)c2ccc(-c3ccccc3[N+](=O)[O-])o2)c1,36,-1,-1.6,-36,0,26,3,0,-1,-3
CCC(C)(C)C1CCC2(CC1)NC(=O)N(CC(=O)Nc1cc(C(F)(F)F)ccc1N1CCOCC1)C2=O (stereo not given),4,0,-0.2,-4,-9,4,-4,-3,1,-7
COc1cc(-c2noc(C)c2C#CC2(O)CCCCC2)cc(OC)c1OC,53,0,0.5,-53,-1,7,-1,-12,4,9
O=C(c1ccccc1)c1ccc(Oc2ncccn2)cc1,11,.,-0.6,-11,-2,33,-10,-5,1,-3
COC(=O)C(Cc1ccccc1)NC(=O)c1cc(S(=O)(=O)N(C)C)ccc1Cl (stereo not given),-9,-1,-0.7,9,1,-2,-8,-14,3,5
COC(=O)C1CCN(CC(=O)NC(=O)NC2CCCCC2)CC1,-15,1,-0.5,15,-4,12,-10,-13,-5,6
COc1ccc(-c2nc(C(N)=O)c3[nH]c(=O)n(-c4ccccc4OC)c3n2)c(OC)c1,-5,-2,1.0,5,-5,-8,7,0,9,4
COc1ccc(-c2c(C)[nH]n3c(=O)c(Cc4ccccc4)c(C)nc23)cc1,8,.,-2.3,-8,-3,-15,3,-5,1,9
Cn1c(SCc2cc(=O)n3cc(Br)ccc3n2)nnc1C1COc2ccccc2O1 (stereo not given),-36,-4,0.4,36,-12,.,.,-8,2,2
Cn1cc(C(N)=O)c2ccccc21,-33,-1,-0.5,33,-2,.,-6,-15,6,0
Cc1nccc(-c2ccc(-n3c(C)ccc3C)cc2)n1,16,7,-0.2,-16,-2,-2,2,-1,0,-2
CC(C)NC(=O)CN1CCN(C(=O)c2ccc3oc(CCCc4ccccc4)nc3c2)CC1,42,-2,-0.5,-42,-5,7,-8,10,1,-1
CCOC(=O)C1(Cc2ccc(OC)cc2)CCN(C(=O)CN2CCCCC2=O)CC1,-4,2,-0.3,4,0,14,1,-3,.,.
CC(=O)c1ccc2c3c(ccc(O)c13)CC2,16,-3,0.3,-16,0,20,-4,-5,0,4
O=C1NCCN(Cc2ccc(Cl)c(F)c2)C1CC(=O)N1CCCCO1 (stereo not given),0,-5,0.1,0,-6,9,-2,-14,-2,-3
CCCCSc1nc(C(=O)O)cc(=O)[nH]1,5,38*,-0.1,-5,2,-8,-3,-11,0,9
O=C(CSc1nccn1Cc1ccco1)Nc1ccc(F)cc1,-36,-3,-0.4,36,-2,17,4,-14,4,-4
COCCN(Cc1nc2ccccc2c(=O)[nH]1)C(=O)c1cccc(S(=O)(=O)N2CCCC2)c1,11,0,-0.4,.,-10,-4,35,-1,8,-6
Cc1ccc(C(=O)O)cc1NC(=O)c1ccc(Cn2nc(C)c(Cl)c2C)o1,4,0,-2.6,-4,-1,15,3,-11,3,7
COc1cccc(CNC(=O)CCC2CCCN(Cc3ccc(OC(F)F)cc3)C2)c1 (stereo not given),26,-1,1.0,-26,-4,-14,-16,-12,-1,3
COc1cc(/C=N/Nc2nc3ccccc3o2)cc(OC)c1O,46,.,4.7,-46,0,.,-16,7,2,1
COc1cc(NC(=O)c2ccc(-c3csc(C)n3)cc2)c(OC)cc1Cl,43,-3,-0.1,-43,-4,.,-6,-16,-3,5
O=C(NCCS(=O)(=O)N1CCN(c2ccccc2F)CC1)c1c(F)cccc1F,-25,0,1.1,25,-3,-7,12,12,2,-5
COc1ccc(C(=O)NN(C)c2nc(-c3ccccc3)nnc2C(F)(F)F)cc1,9,.,-0.4,-9,68*,4,7,-1,-3,5
Cc1ccc(N2C(=O)CC(Cn3nc(C)cc3C)C2=O)cc1 (stereo not given),-13,.,-2.2,13,-4,7,6,6,-1,-7
CC(OC(=O)C1COc2ccccc2O1)C(=O)N(C)c1ccccc1 (stereo not given),-23,4,2.1,23,2,-3,-1,-4,-1,-1
COc1ccc(C(=O)N=C2SC3CS(=O)(=O)CC3N2Cc2ccc(F)cc2)cc1 (stereo not given),18,-2,.,-18,16,-12,11,2,-1,2
O=C(CCC(=O)N/N=C/c1cc(Cl)cc(Cl)c1O)NCc1ccccc1,-13,-2,-3.1,13,-3,-20,-7,-13,9,-1
O=C1CC(C(=O)Nc2ccc(F)c(Cl)c2)N=C(N2CCCCC2)N1 (stereo not given),4,.,2.0,-4,-10,.,3,-5,7,2
CCOC(=O)C1CCN(Cc2cnc(Oc3ccc(C(C)(C)C)cc3)s2)CC1,-4,-6,-2.3,4,-7,3,-10,-6,-3,2
COc1ccccc1OC(=O)c1ccc2nsnc2c1,21,.,-0.2,-21,2,.,-6,-16,1,1

# (listing goes on)
mol,SR-BI DiI inh,Wnt bcat act,CDK5 inh,SR-BI uptake up,dFosB act,MITF TRPM1 HTS,Rtt109 Vps75,PvdQ inh,HTR5A ag,cardiac RTF act
O=[N+]([O-])c1ccc2nc(-c3ccccc3)cc(-c3ccccc3)c2c1,65,.,-0.2,-65,-5,-5,-6,-8,-2,-3
O=c1c2ccccc2nc2n1C(CSc1ccc(Br)cc1)CN2 (stereo not given),-6,.,-0.3,6,-5,-10,4,-11,9,1
Cc1ccc(NC(=O)CC2=NC(=O)C(CC(=O)Nc3ccccc3C)S2)cc1 (stereo not given),37,-2,-0.2,-37,34*,1,-1,-5,-5,8
Cc1ccc(-c2nnc(Cc3ccc([N+](=O)[O-])cc3)o2)cc1,.,?,-2.1,.,-8,94*,-7,-1,-1,-6
Cc1ccc(C(=O)c2sc3c(c2N)c(=O)[nH]c(=O)n3CCc2ccccc2)cc1,18,.,0.2,-18,-12,5,-8,-6,0,4
CCOc1ccccc1CNS(=O)(=O)c1ccc2c(c1)oc(=O)n2C,8,-2,0.3,-8,7,4,9,-3,2,0
CCC(=O)N1CCc2cc(S(=O)(=O)CCC(=O)NCc3cccs3)ccc21,-33,.,0.0,33,-2,-4,-1,-3,3,-2
CS(=O)(=O)c1ccc(Cl)c(NC(=O)COC(=O)c2cccc(S(=O)(=O)N3CCCCC3)c2)c1,-36,3,3.9,36,-13,-4,4,-13,7,2
O=C(CN1CCN(C(=O)c2ccco2)CC1)Nc1ccc(F)cc1F,-14,3,0.1,14,7,6,2,-13,5,0
CCn1c2ccccc2c2cc(NC(=O)CSc3nnc(-c4ccc(OC)cc4)n3N)ccc21,49,.,-0.2,-49,4,-48,5,-6,19*,-4
Cc1noc(NS(=O)(=O)c2ccc(NC(=O)c3cc4ccccc4o3)cc2)c1C,-15,-3,-0.6,15,8,4,-24,-12,0,-5
CCC(C)(C)C(=O)Nc1nnc(CCc2ccccc2)s1,7,15,0.7,-7,-5,61,15,0,5,5
COc1ccc(C2=C(C#N)C(=O)OC2)cc1,18,-3,1.1,-18,10,-15,-2,-15,-4,-2
O=C(Nc1ccccc1)N1C2CCC1CC(O)(c1cccnc1)C2 (stereo not given),-33,.,1.7,33,-7,13,-5,-5,2,12
COc1ccccc1NC(=O)N1CCc2c([nH]c3ccccc23)C1C(F)(F)F (stereo not given),22,0,-0.8,-22,-5,15,7,7,1,-5
Cc1ccccc1C(=O)NC(=S)NCCN1CCOCC1,9,.,0.4,-9,0,4,-2,-2,0,2
N#CCCN(C(=O)COC(=O)C1CCN(c2ccc(C(F)(F)F)cn2)CC1)c1ccc(F)cc1,9,2,0.5,-9,-15,17,8,4,6,-11
COc1cc(CN2CCC(C(=O)NCC(C)(C)CN(C)C)CC2)ccc1OCc1ccccc1,-17,-3,-0.5,17,-3,.,2,1,3,0
Cc1ccc2c(c1)nc(-n1nc(C)cc1C)c1nnnn12,-11,0,1.3,11,-12,-9,-7,-9,4,6

# Screening results deposited in PubChem by several laboratories.
